Source: PubChem (National Center for Advancing Translational Sciences (NCATS))
Pf Dd2 inh: qHTS Primary assay for Inhibitors of Plasmodium falciparum Dd2 growth in vitro; P. falciparum Dd2 growth, SYBR Green, 72 h; Potency, µM (top dose mostly 28.9 µM), inactives show at the highest dose activity, negative = inhibition, most hits filed as inhibitors; 4.3% of 120,000 active; AID 1347417, 2020; active = well fitted inhibition curve with a large enough effect; inconclusive = small, poorly fitted or top-dose-only effect; inactive = no such curve, though single readings can be large or run the other way;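 note: plate controls were DMSO vehicle for no effect and reference drug for full effect; nearly all actives have a fitted effect of over 65% in size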
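Readout: SYBR Green fluorescence, 485 nm excitation, 535 nm emission, after ~16 h lysis at 37C. Before that, Dd2-infected red cells (2.5% hematocrit) grew 72 h with compound, 29 uM top final concentration.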
* marks the source's active call; other numbers are inactive results; i = inactive; ? = inconclusive; & = joins results of further samples; [ ] = dose if it differs, or a comment. Potency is the fitted concentration of half-maximal effect.

SMILES | Pf Dd2 inh
Cc1cc(C)c2c(=O)cc(C(=O)Nc3sc4c(c3C(=O)NCc3ccco3)CCCC4)oc2c1 | -3%
CCc1ccc2c(c1)c(=O)c(S(=O)(=O)c1ccc(Cl)cc1)cn2CC | -22%
CC(=O)N1CCN(C(=O)c2cccs2)[C@H](C(=O)N[C@@H](CC2CCCCC2)C(N)=O)C1 | 6%[44.1 µM]
CNC(=O)[C@@H]1C[C@H](Oc2ccccc2)CN1C(=O)CCc1ccccc1 | -20%
CCc1ccc(-n2nc(C)c3c(C(=O)Nc4cccc(C(F)(F)F)c4)cc(C)nc32)cc1 | ?
CCCSc1ncc(Cl)c(C(=O)Nc2sc3c(c2C(=O)NCC)CCCC3)n1 | 18%
Oc1ccc(Cl)cc1C1=Nc2ccccc2N=C(c2ccccc2)C1 | ?
CN1C(=O)CCCCC1C(=O)NC1CCCCC1 (stereo not drawn) | -4%
COc1ccc(S(=O)(=O)N[C@H]2[C@H](O)[C@H](O)C[C@@H]2c2ccc(C(F)(F)F)cc2)cc1 | ?
COc1cc(OC)c(N(C)C(=O)CSc2c3c(nc4ccc(Cl)cc24)CCCC3)cc1Cl | 11µM*
CC(C)CN1CCNC(=O)C1CC(=O)NCc1cc(Cl)ccc1Cl (stereo not drawn) | -3%
O=C([C@@H]1C[C@H](F)CN1S(=O)(=O)c1cccc(F)c1)N1CCc2ccccc2C1 | -6%
Cc1cccc(C(=O)N2C(C(=O)NCc3ccccc3)COC23CCN(C(=O)CC(C)(C)C)CC3)c1 (stereo not drawn) | 7.9µM*
CC(=O)Nc1ccc2nc3c(=O)n(C)c(=O)n(C)c3nc2c1C | i
COCC(=O)N1CC[C@@H](CC(=O)O)[C@@H](CCN2CCC(n3c(=O)[nH]c4ccccc43)CC2)C1 | 34%

Overlap with the part before: 3 entries; new compounds follow.
SMILES | Pf Dd2 inh
Cc1cccc(C(=O)N2C(C(=O)NCc3ccccc3)COC23CCN(C(=O)CC(C)(C)C)CC3)c1 (stereo not drawn) | 7.9µM*
CC(=O)Nc1ccc2nc3c(=O)n(C)c(=O)n(C)c3nc2c1C | i
COCC(=O)N1CC[C@@H](CC(=O)O)[C@@H](CCN2CCC(n3c(=O)[nH]c4ccccc43)CC2)C1 | 34%
Cc1ccc(C2=NC3(CCN(C(=O)c4ccco4)CC3)ON2)cc1 | -23%
CCOC(=O)c1ccc(NC(=O)N2Cc3[nH]cnc3C[C@H]2c2nc(-c3cccc(C)c3)no2)cc1 | -3%
Cc1cnc(C2CCN(C(=O)NC(C)C)C2)n1C(C)C (stereo not drawn) | 17%
O=C(NCc1ccncc1)c1ccc2c(c1)OCCN(c1ccccc1)C2 | -17%[44.1 µM]
CC(C)n1cc(C(=O)NCc2cccnc2Oc2ccc(F)cc2F)cn1 | -7%
CCOc1ccccc1NC(=O)Cn1c(-c2cccc(Cl)c2)nc(C)c(CCO)c1=O | ?
O=C(c1ccc2c(c1)OCO2)N1CCCN(C(=O)C2CC2)c2ccccc21 | ?
O=C(Nc1cccc2ccccc12)N[C@H]1CO[C@H]2[C@@H]1OC[C@@H]2n1nnnc1-c1ccc2c(c1)OCO2 | -30%
O=C(C1CCCCC1)N1CCC(N2C(=O)C(O)C23CCCCC3)CC1 (stereo not drawn) | -27%
Cn1ncc(N2CCN(CC3(O)CCCNC3)CC2)cc1=O (stereo not drawn) | -3%
Cc1ccc(CNCc2cccn2-c2nnc(N3CCCC3)s2)cc1 | ?
CC(C)c1ccc(NS(=O)(=O)c2ccc3[nH]c(=O)ccc3c2)cc1 | -2%
CCOC(=O)CSc1nc(-c2ccc(OC)cc2)cc(C(F)(F)F)c1C#N | 22%
Cc1ccc(Cn2cccc(C(=O)Nc3nc4ccc(C)cc4s3)c2=O)cc1 | 37%[activator]
CCC1(C(=O)Nc2cccc(OC)c2)CCCCC(=O)N1 (stereo not drawn) | 14%
O=C(Nc1cccc(-c2nc3ccccc3[nH]2)c1)c1ccccc1F | -16%
COCCNC(=O)c1c(C)sc2ccn(Cc3ccc(F)cc3)c(=O)c12 | -11%
COc1cccc(CNC(=O)C2Cn3cccc3C(=O)N2Cc2cccnc2)c1 (stereo not drawn) | ?
CCCCc1cn(C[C@H]2C[C@@H]3CCN2C[C@@H]3C(=O)NC2CCCCC2)nn1 | ?
COc1ccc(NC(=O)N2CCc3c(sc4c3CCCC4)C2c2ccccc2OC)cc1 (stereo not drawn) | ?
CCCC(=O)c1ccc(OC(=O)c2c(-c3ccccc3Cl)noc2C)cc1 | i
O=C(Cn1cnc2onc(-c3ccc(Cl)cc3)c2c1=O)Nc1ccc(F)cc1 | -22%
CC(C)OCCCNC(=O)c1cc(C2CC2)nc2onc(C3CCNC3)c12 (stereo not drawn) | 19%
CCC(=O)N1CCc2cc(S(=O)(=O)NC(Cc3ccccc3)C(=O)Nc3ccc(C)cc3)ccc21 (stereo not drawn) | -2%
Cn1nc(C2CCN(C(=O)C3CCCO3)CC2)c2c1CCOC2 (stereo not drawn) | 17%[5.79 µM]
Cc1noc([C@@H]2CC(F)(F)CN2C(=O)CCc2c(C)noc2C)n1 | 35%[activator]
CN1CC(=O)N(C2CCNC2)Cc2c(NC3CCCC3)ncnc21 (stereo not drawn) | 10%
CNC1CCc2ccccc21 (stereo not drawn) | -6%[44.1 µM]
O=C(C[C@@H]1CCNC[C@@H]1Cc1cc(CSc2ccccc2)on1)NCc1ccc(F)cc1 | ?
CCN(CC)C(=O)C(NC(=O)c1cccc(C)c1)C1CCN(C(=O)C2CC2)CC1 (stereo not drawn) | i

Reprinted at random: 7 entries already listed, in no set order.
SMILES | Pf Dd2 inh
CNC1CCc2ccccc21 (stereo not drawn) | -6%[44.1 µM]
CN1CC(=O)N(C2CCNC2)Cc2c(NC3CCCC3)ncnc21 (stereo not drawn) | 10%
COc1cccc(CNC(=O)C2Cn3cccc3C(=O)N2Cc2cccnc2)c1 (stereo not drawn) | ?
O=C(Nc1cccc(-c2nc3ccccc3[nH]2)c1)c1ccccc1F | -16%
O=C(C[C@@H]1CCNC[C@@H]1Cc1cc(CSc2ccccc2)on1)NCc1ccc(F)cc1 | ?
CCCCc1cn(C[C@H]2C[C@@H]3CCN2C[C@@H]3C(=O)NC2CCCCC2)nn1 | ?
CCN(CC)C(=O)C(NC(=O)c1cccc(C)c1)C1CCN(C(=O)C2CC2)CC1 (stereo not drawn) | i

In another format: entries from further up.
O=C(Nc1cccc(-c2nc3ccccc3[nH]2)c1)c1ccccc1F
  Pf Dd2 inh: -16%

COCCNC(=O)c1c(C)sc2ccn(Cc3ccc(F)cc3)c(=O)c12
  Pf Dd2 inh: -11%

Remaining list, next part.
SMILES | Pf Dd2 inh
CN1CC(=O)N(c2ccccc2)Cc2c(NCC(C)(C)C)ncnc21 | ?
O=C(CC1CCOC2(CCN(S(=O)(=O)c3ccccc3)CC2)C1)N1CCOCC1 (stereo not drawn) | 5%
Cn1cnc(C(=O)N2CCCCCCn3c(nnc3-c3ccc(F)cc3)CC2)c1 | -9%
O=C(NCCc1ccccc1)c1nn(-c2ccc(F)cc2)nc1CO | 6%
COc1ccc(NC(=O)c2oc3ccc(S(=O)(=O)N4CCOCC4)cc3c2C)cc1 | ?
COc1ccc(OCc2nc(C#N)c(NCc3ccccc3Cl)o2)cc1 | 0%
CCN1C(=O)C2CC3(CCN(C(=O)CCc4ccccc4)CC3)CN2C1=O (stereo not drawn) | -21%
O=C(C1CC(=O)N(c2n[nH]c3ccccc23)C1)N1CCC(c2noc3cc(F)ccc23)CC1 (stereo not drawn) | i
CN1CCC2(C1)CN(Cc1ccccc1)c1ccc(C(=O)NC3CCC(O)CC3)cc12 (stereo not drawn) | 53%[activator][44.1 µM]
O=C(Nc1cc(-c2nc3cc(Cl)ccc3o2)ccc1Cl)c1cccs1 | 16%
COc1ccc(Nc2cnc3ccc(-c4ccccc4)nn23)cc1OC | ?
CN(Cc1ccco1)C(=O)c1ccc2c(c1)N(Cc1ccccc1F)C(=O)c1ccccc1S2 | -7%
COc1ccc(C(=O)N2CCN(c3nnc4ccccn34)CC2)cc1OC | i
Cc1cc2c(-c3cccc(S(C)(=O)=O)c3)nc(-c3c(C)noc3C)cc2[nH]1 | -1%[44.1 µM]
COc1cccc(N2C(=O)NC(=NC3CCCCC3)C23CCN(Cc2ccsc2)C3)c1 (stereo not drawn) | ?
CO[C@H]1C[C@@H](O)C12CCN(C(=O)CCc1ccc(-c3cccs3)o1)CC2 | -4%
O=C(C1CCCC1)N1CCC(N2C(=O)C(O)C23CCCCC3)CC1 (stereo not drawn) | -12%
CCOC(=O)c1cccc(Nc2cc(-c3ccccc3)ncn2)c1 | 6%
O=C(C1CC1)N1CCc2nc(-c3ccccc3)nc(-c3ccc(Cl)cc3)c2C1 | i
Cc1cccc(CNC(=O)c2c(C)noc2-c2ccc(OC(F)(F)F)cc2)c1 | -9%
CC(C)(C)OC(=O)N1CCC(c2c(C(=O)NCCN3CCCC3)cnn2-c2ccc(Cl)cc2)CC1 | 7.1µM*
CCn1c(=O)c2cc(C(=O)NCCc3cc(OC)ccc3OC)sc2c2ccccc21 | -5%
Cc1ccc(CN2CCOc3cc([S+](=O)([O-])N(C)C)ccc3C2)c(F)c1 | -3%[44.1 µM]
Cc1ccc(-c2cnc([C@@H]3COCCN3C)[nH]2)cc1 | -4%[44.1 µM]
COCc1nnc2n1CCC(NC(=O)CCc1c(C)noc1C)CC2 (stereo not drawn) | 43%[activator]
CCOc1ccc2c(c1)c(=O)c(C(=O)c1ccc(CC)cc1)cn2CC(=O)Nc1cccc(Cl)c1 | 1%
COC(=O)[C@@H](C)NC(=O)[C@H]1CN(C(=O)Nc2ccccc2)CCN1C(=O)NC(C)C | -2%[44.1 µM]
CCc1cccc(-n2nnc(S(=O)(=O)c3ccc(OC)cc3)c2C)c1 | ?
COc1ccc(CCCc2nnc(SCC(=O)Nc3ccc(C)cc3)o2)cc1C | 15%
Cn1ncc2c(Nc3cccc(F)c3)ncnc21 | 8%
COc1ccccc1-c1ccc2ncc(Nc3ccc(CN4CCN(C)CC4)cc3)n2n1 | ?
COc1ccc(CNCCCSc2nnnn2C)c(OC)c1 | -20%
COc1cccc(-c2cn3c(n2)N(C(=O)Cn2ccnc2)CCC3)c1 | ?
CC(C)NC(=O)NCc1nnc2n1C(C(=O)NC(C)C)CC2 (stereo not drawn) | 39%[activator]
Cc1ccc(-n2nc(C)c3c(C(F)(F)F)cc(-c4cccnc4)nc32)cc1Cl | 3%
O=c1ncn(Cc2ccccc2)c2ccc(-c3ccc(F)cc3)nc12 | i
N#Cc1cccc(-c2cn3c(n2)N(C(=O)C2CCC2)CCC3)c1 | ?
CCOC(=O)c1nn(Cc2ccccc2)c2c1CN(C(=O)CC1C(=O)Nc3ccc(OC)cc31)CC2 (stereo not drawn) | ?
COc1ccccc1OCC(=O)NCC1CCCN(Cc2ccc(C3CCCC3)s2)C1 (stereo not drawn) | i
O=S(=O)(NCC(c1ccco1)N1CCOCC1)c1ccc(F)cc1 (stereo not drawn) | 15%
Cc1cnn(C2(C(=O)O)CCN(S(=O)(=O)c3ccccc3)CC2)c1 | -5%
NS(=O)(=O)c1ccc(NC(=O)c2cc(-c3cccs3)nc3ccccc23)cc1 | -3%
CCc1ccccc1NC(=O)N1CCC2(CC1)SCC(=O)N2Cc1ccco1 | i
Cc1nn(CCCC(=O)Nc2ccccc2C(F)(F)F)c(=O)c2c1sc1ccccc12 | 16%
c1cnc2nc(-c3c[nH]c4ccccc34)[nH]c2c1 | -11%&-17%[44.1 µM]
COc1ccc(CC(=O)N2CC(c3nnc(C(C)C)o3)C3(CCOCC3)C2)cc1Cl (stereo not drawn) | -12%
COC(=O)c1ccc(CN2C(=O)[C@@H]3C[C@@H](O)CN3C3(CN(Cc4cccc(F)c4)C3)C2=O)cc1 | ?
COc1ccccc1-c1nc2nccc(-c3ccco3)n2n1 | -18%
COc1ccc(-c2nn(-c3ccccc3)cc2CN2CCN(C)C(C)C2)c(F)c1 (stereo not drawn) | 11µM*
Cc1nn2c(C)c(C(=O)NCc3ccc(OC(C)C)cc3)cnc2c1-c1ccc(F)cc1 | 19%
Cc1ccc(OCC(=O)Nc2c(C(=O)c3ccccc3)oc3ccccc23)cc1C | 31%[activator]
Cc1ccc(NC(=O)Nc2ccc(C)n(CC(=O)Nc3ccccc3)c2=O)cc1 | -16%
CCS(=O)(=O)N1CCCCCCN(C)C(=O)CC1 | 0%
C[C@@H]1C(=O)O[C@H]2[C@H]1CC[C@@]1(C)Cc3sc(NCCc4ccccn4)nc3[C@@H](C)[C@H]21 | ?
O=C(CSc1nccn1Cc1ccco1)Nc1cccc(F)c1 | -19%
O=C(NCc1nc2ccccc2[nH]1)c1c(F)cccc1F | 28%
COc1ccc(-c2nnc(SCC(=O)Nc3cc(OC)ccc3OC)nc2-c2ccc(OC)cc2)cc1 | 70%[activator]
O=C(NCCc1nc(-c2cccnc2)n[nH]1)C1CNCCO1 (stereo not drawn) | 5%
Cn1cc(CN2C[C@@H](F)[C@@H](OCc3nc4ccccc4n3C)C2)c2ccccc21 | ?
CC(=O)N1CCCC2(Cc3ccccc3CN2S(=O)(=O)c2ccccc2)C1 (stereo not drawn) | -7%
More structures follow:
SMILES | Pf Dd2 inh
COCCCNC(=O)C(NC(=O)c1ccccc1C)C1CCN(C(=O)c2ccc(F)cc2)CC1 (stereo not drawn) | ?
CCOc1ccc(-c2cc3c(=O)n(CCNC(=O)c4cccc5[nH]ccc45)ccn3n2)cc1 | ?
Cc1ccccc1CC(=O)N1CC(F)(F)C[C@H]1c1nnc(C2CC2)o1 | -12%
COc1ccccc1C(=O)N1CCC2(CC1)CN[S+](=O)([O-])c1cccnc1O2 | 11%
Nc1ccc2ncnc(N3CCCCC3)c2c1 | -20%
CS(=O)(=O)Nc1ccc(C2(C(=O)NCC3CCCCC3)CCCCC2)cc1 | 0%
COc1cccc(-n2cc(CN(C)c3ncncn3)cn2)c1 | 0%

Single entries from the list.
Pf Dd2 inh result of `CCS(=O)(=O)N1CCCCCCN(C)C(=O)CC1` stands at 0%
Pf Dd2 inh result of `COc1ccc(OCc2nc(C#N)c(NCc3ccccc3Cl)o2)cc1` stands at 0%

These rows are one share of the data; rates above refer to the full screens.
